Screening data: PubChem, Sanford-Burnham Center for Chemical Genomics
HKDC1 inh: inhibitors of human hexokinase HKDC1 | inhibition, % at 20 µM | actives 0.16% (n = 340,000) | recombinant HKDC1, G6PDH/diaphorase resazurin coupled fluorescence | Q2TB90;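 active = inhibition above about 35% when tested at 20 µM, limit read from the data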;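 also: plate controls were DMSO wells with enzyme for no effect and DMSO wells lacking enzyme for full effect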
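System: Recombinant HKDC1 hexokinase | Amount: HKDC1 at 5 µg/mL | Reagent: Glucose with 1 mM ATP | Doses: Single 20 µM dose | Incubation: Reaction time 90 min, room temperature, protected from light | Signal: Coupled resazurin fluorescence, excitation 525 nm, emission 613 nm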
SENP8 block-1: inhibitors of human SENP8 protease | inhibition, % at 10 µM | actives 1.2% (n = 330,000) | AID 2540 | purified SENP8, Z-RLRGG-aminoluciferin cleavage, luminescence; in the data active = inhibition above about 50%
Target sequence (Q96LD8 whole entry, looked up): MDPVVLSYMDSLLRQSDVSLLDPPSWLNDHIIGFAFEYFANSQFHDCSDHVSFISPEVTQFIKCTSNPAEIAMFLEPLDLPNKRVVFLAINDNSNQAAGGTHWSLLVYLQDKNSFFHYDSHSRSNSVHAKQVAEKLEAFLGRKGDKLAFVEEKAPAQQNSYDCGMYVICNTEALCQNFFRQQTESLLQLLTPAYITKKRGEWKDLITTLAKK
Apaf1 inhib: blocks human Apaf-1 apoptosome activity; O14727; reconstituted apoptosome caspase-3 activity, DEVD-Rh110 fluorescence; inhibition, % at 20 µM; actives 0.71% (n = 330,000); active = inhibition of at least 40% at 20 µM;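 also: plate controls were DMSO wells for no effect and DEVD-CHO caspase inhibitor wells for full effect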
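Material: reconstituted apoptosome with Apaf-1, cytochrome c, caspase-9, procaspase-3, dATP; medium: pH 7.5 Hepes buffer with CHAPS, BSA, DTT; also added: cytochrome c and DEVD-Rh110 substrate; timing: 30 min plus 50 min, RT; signal: Rh110 fluorescence intensity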
SENP1 FRET inh: SENP1 (human) catalytic domain inhibition; Q9P0U3; recombinant SENP1 catalytic domain, CyPet-SUMO1-YPet FRET cleavage; inhibition, % at 10 µM; actives 0.21% (n = 360,000);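 active = inhibition at least 30% at 10 µM, raw YFP signal under a set limit, fluorescence ratio 0.5 to 1.5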;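 also: 0% = enzyme with DMSO and 100% = no enzyme wells; some results filed as inactive read as strong as hits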
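Material: hSENP1 catalytic domain, recombinant; medium: Tris pH 8 with BME, BSA, NP40 and catalase; compound: single concentration of 10 µM compound, 0.5% DMSO final; technique: FRET read of cyan and yellow fluorescence; timing: 50 min enzyme reaction, room temperature, light-protected; reagent: SFCypet-SUMO1-SFYpet substrate at 25 nM; control set: no-enzyme low, enzyme-DMSO high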
PfGluPho inh: PfG6PD (Plasmodium falciparum) enzyme inhibition; PfGluPho enzyme, NADPH resazurin-diaphorase fluorescence; inhibition, % at 20 µM; AID 504690; actives 0.78% (n = 350,000);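 active = inhibition reaching at least a set limit at 20 µM in the primary screen, cut at about 59% in these data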;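 also: 0% = DMSO wells with substrate and 100% = DMSO wells lacking glucose-6-phosphate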
SENP6 block: blocks the human protease SENP6; inhibition, % at 10 µM; Recombinant SENP6 catalytic domain, aminoluciferin luminescence; actives 1.8% (n = 330,000);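 active = inhibition above about 50% at the single tested dose, limit read from the data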;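 also: plate controls were DMSO wells with enzyme for no effect and DMSO wells lacking enzyme for full effect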
Target sequence (Q9GZR1 628-1112 limits assumed): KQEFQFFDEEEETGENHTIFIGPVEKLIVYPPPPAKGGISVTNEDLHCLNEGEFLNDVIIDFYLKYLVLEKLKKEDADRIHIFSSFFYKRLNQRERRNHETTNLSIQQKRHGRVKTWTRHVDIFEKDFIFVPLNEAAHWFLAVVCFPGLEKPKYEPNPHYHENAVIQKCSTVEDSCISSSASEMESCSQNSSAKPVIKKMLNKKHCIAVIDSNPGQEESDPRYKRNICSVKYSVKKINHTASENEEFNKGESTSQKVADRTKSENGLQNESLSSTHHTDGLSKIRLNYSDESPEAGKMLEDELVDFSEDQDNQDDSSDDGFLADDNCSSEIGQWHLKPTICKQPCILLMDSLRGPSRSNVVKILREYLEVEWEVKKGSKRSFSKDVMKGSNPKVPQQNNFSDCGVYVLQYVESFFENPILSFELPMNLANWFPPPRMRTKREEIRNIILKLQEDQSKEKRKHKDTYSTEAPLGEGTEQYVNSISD
SENP7 inh: SENP7 protease inhibition; inhibition, % at 5 µM; AID 434973; Q9BQF6; actives 1.5% (n = 330,000); recombinant SENP7, Z-RLRGG-aminoluciferin luminescence, 40 min;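 active = inhibition above about 50% at the single test dose, limit read from the data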;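 also: plate controls were DMSO with enzyme for no effect and no enzyme buffer wells for full effect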
Target sequence (Q9BQF6 706-1050 limits assumed): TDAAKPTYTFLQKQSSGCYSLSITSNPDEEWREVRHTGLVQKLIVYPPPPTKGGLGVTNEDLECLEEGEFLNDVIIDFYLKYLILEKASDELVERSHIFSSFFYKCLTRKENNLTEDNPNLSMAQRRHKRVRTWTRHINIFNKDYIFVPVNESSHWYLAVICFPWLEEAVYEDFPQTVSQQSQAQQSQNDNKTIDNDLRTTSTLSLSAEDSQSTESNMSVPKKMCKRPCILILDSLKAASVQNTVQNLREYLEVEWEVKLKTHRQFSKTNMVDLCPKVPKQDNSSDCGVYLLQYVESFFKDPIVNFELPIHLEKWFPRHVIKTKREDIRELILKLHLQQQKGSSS
SENP8 block-2: blocks human SENP8 cleavage of Nedd8 substrate | Q96LD8 | recombinant SENP8, Nedd8 substrate fluorescence | inhibition, % at 20 µM | actives 0.64% (n = 360,000) | AID 602440; in the data active = inhibition mostly above about 40%, no sharp cut-off; inactive = mostly below about 27%
An asterisk follows results filed as active; / = not tested or not shown.

SMILES | HKDC1 inh | SENP8 block-1 | Apaf1 inhib | SENP1 FRET inh | PfGluPho inh | SENP6 block | SENP7 inh | SENP8 block-2
CC(=O)NCCC(=O)Nc1ncc(S(=O)(=O)c2ccc([N+](=O)[O-])cc2)s1 | -3 | -4 | 7 | 1 | -8 | -4 | -5 | 15
Cc1cc(C)cc(C(=O)NCC(=O)OCN2C(=O)c3ccccc3C2=O)c1 | 0 | -10 | 15 | -2 | -9 | -4 | -6 | 15
Cn1c(N)c(C(=O)COC(=O)CCCc2nc3ccccc3s2)c(=O)n(C)c1=O | -3 | -12 | 5 | -1 | -3 | -21 | -2 | 5
CSCCC(NS(=O)(=O)c1ccc(Cl)cc1)C(=O)N1CCN(c2ccccc2)CC1 (stereo not drawn) | 1 | / | / | 2 | 2 | / | / | 9
OCCCCNCc1ccc(OCc2ccc(Cl)cc2Cl)cc1 | 17 | 1 | 14 | 1 | 8 | -36 | 1 | 17
O=C(NCCCNC(=O)c1cccnc1)c1ccc(Cl)cc1 | -5 | -11 | 1 | 3 | 12 | -5 | -8 | 11
CC(=O)Oc1ccc(-c2cccc(C(=O)N(C)c3ccc(O)cc3)c2)cc1 | 7 | -3 | -3 | 3 | -5 | -1 | 4 | -5
CCCCCCn1c(CN2CCN(C(=O)OCC)CC2)nc2c1c(=O)n(C)c(=O)n2C | -5 | -9 | -2 | 2 | -13 | -21 | 6 | 7
CC(=O)Oc1ccc(-c2cccc(C(=O)OCC(=O)Nc3ccccc3Oc3ccccc3)c2)cc1 | -3 | 2 | 7 | 1 | -6 | -10 | 10 | 11
Cc1cc(/C=C(\C#N)C(N)=O)c(C)n1-c1ccc(N2CCOCC2)c([N+](=O)[O-])c1 | 0 | 4 | 11 | -8 | -5 | -6 | 1 | 24
Cn1c(=O)c(=O)n(C)c2cc(N3CCCCC3)c(NS(=O)(=O)c3ccc([N+](=O)[O-])cc3)cc21 | 11 | 2 | 1 | 1 | 36 | 15 | 3 | -12
N#CCCN1CCCc2cc(N=Nc3ccc(C(F)(F)F)cc3)ccc21 | 2 | -10 | 19 | 0 | 18 | -7 | 3 | 34
CCC(C)Sc1nnc(-c2c[nH]c3ccccc23)n1CCOC (stereo not drawn) | -9 | 4 | -9 | 0 | 6 | -14 | 0 | 9
Cc1cccc(-c2nc(C#N)c(NCc3ccco3)o2)c1 | 0 | -1 | 5 | 1 | 11 | 6 | 2 | -444
CCc1ccc(NC(=O)CCS(=O)(=O)c2cccc3nsnc23)cc1 | 1 | 1 | 6 | 0 | 14 | 4 | 9 | 4
C/C(CC1(O)/C(=N/O)CCc2nonc21)=N\O (stereo not drawn) | -6 | 3 | -9 | 1 | -10 | 5 | 6 | 19
Cc1csc(NC(C)c2nc3cc(C(F)(F)F)ccc3n2CCOCCO)n1 (stereo not drawn) | -4 | 4 | -12 | 0 | 3 | -2 | -1 | 9
CCn1c(SCC(=O)N/N=C(\C)c2ccncc2)nnc1-c1ccc(C)cc1 | -3 | 5 | -4 | 2 | 30 | 15 | 1 | 18
COc1cccc(OC)c1C(=O)NC(=O)Nc1c(C)cccc1C | -6 | 3 | 5 | 0 | -10 | -21 | 15 | 15
O=C(NCc1ccccc1F)Nc1ccc([N+](=O)[O-])cc1 | 7 | 5 | -2 | 2 | 13 | -3 | -2 | 10
CCCn1nc(C(=O)N2CCN(c3ccccn3)CC2)c2ccccc2c1=O | 2 | 6 | -2 | 2 | -3 | -5 | -2 | 9
CCOC(=O)N1CCC(Nc2c(Nc3ccc(F)cc3)c(=O)c2=O)CC1 | -2 | 6 | 2 | -1 | 6 | 2 | -2 | 7
CCOCC(O)CNc1ccccc1 (stereo not drawn) | -8 | -13 | 4 | 3 | -11 | -9 | -6 | 3
O=C1CCCN1CCCN1C(=O)N[C@@H](Cc2ccccc2)C1=O | 3 | 2 | -1 | 1 | -4 | -4 | -1 | 15
Cc1ccc(CN(Cc2ccccc2)C(=S)Nc2ccccc2C)o1 | 1 | -4 | 6 | 1 | -4 | -3 | -18 | 35

The listing continues:
SMILES | HKDC1 inh | SENP8 block-1 | Apaf1 inhib | SENP1 FRET inh | PfGluPho inh | SENP6 block | SENP7 inh | SENP8 block-2
COc1ccccc1NC(=O)Cn1ncc2c1-c1ccccc1OC2 | -5 | 0 | 9 | -1 | 9 | -10 | 6 | 6
CCOc1ccc(CC(C(=O)NN)C(=O)NN)cc1CN(C)C | -3 | 0 | -3 | 0 | 1 | 6 | 6 | 2
CCN(CC)C(=O)c1nn(-c2ccccc2)c2c1C1CCC2(C)C1(C)C (stereo not drawn) | -4 | -2 | 11 | 2 | 4 | -15 | 2 | 2
Cc1ccc(NC(=O)N2CCCC2)cc1Cl | -10 | -8 | -17 | -6 | 2 | -17 | -2 | 5
O=C(CSc1ccc(F)cc1)NC12CC3CC(CC(C3)C1)C2 | -3 | -1 | 9 | 3 | -6 | 15 | 7 | 30
O=C(c1ccccc1)N1CCN(Cc2c[nH]c3ccccc23)CC1 | 0 | 3 | -3 | 3 | -3 | 8 | 6 | 12
Cc1nc(N)nc(COc2ccccc2)n1 | -2 | -14 | -7 | 3 | -10 | -11 | -5 | 14
COc1ccc(N2CCN(c3ncccn3)CC2)cc1 | 3 | -20 | -8 | 3 | 4 | -38 | -18 | 11
O=C1NC(=S)SC1=Cc1cc(Br)ccc1O | 23 | / | / | 32* | 34 | / | / | 25
CC1CC(C)CN(CCCNC(=O)c2csc3c2CCCCC3)C1 (stereo not drawn) | -3 | -6 | 10 | 3 | -1 | 3 | -4 | 7
Cc1cccc(-c2noc(C(C)NC(=O)c3ccco3)n2)c1 (stereo not drawn) | -5 | -9 | 8 | 2 | 9 | -14 | -3 | 11
COc1ccc(-c2cc(C(=O)OCC(=O)NC3CC3)c3ccccc3n2)cc1OC | -4 | 7 | -3 | -7 | 1 | -2 | -7 | -328
O=C(O)CSc1ccc(Oc2ccc(SCC(=O)O)cc2)cc1 | -10 | 10 | 4 | 2 | -23 | -5 | 5 | 13
COC(=O)c1oc2ccccc2c1NC(=O)c1ccccc1O | 0 | 0 | 4 | 1 | 8 | -6 | 3 | -30
CCC(O)(CC)C(=O)NN(C(=O)CCl)c1ccccc1 | -4 | -13 | 2 | 3 | 0 | -13 | -9 | 9
COc1ccc(N2CCN(C3CCCN(C(=O)c4cccc(C)n4)C3)CC2)cc1 (stereo not drawn) | 3 | -5 | -15 | 1 | -9 | -11 | -1 | 23
O=C1CN(C(=O)COC(=O)c2ccc([N+](=O)[O-])s2)c2ccccc2N1 | 2 | 65* | 35 | -1 | 36 | 53* | 29 | 26
CN(C)c1cc(N/N=C/c2ccc(Cl)cc2)nc(N(C)C)n1 | 11 | / | / | -5 | 42 | / | / | -17
CCCc1nnc(NC(=O)CS(=O)(=O)c2ccc(C)cc2)s1 | -2 | -8 | 7 | -1 | -4 | -32 | -8 | 10
Cc1ccc(C(=O)NNC(=O)CCC(=O)Nc2cccc(Cl)c2C)cc1 | -8 | 1 | -10 | 2 | -18 | 1 | 3 | 9
COC(CNC(=O)c1ccc2c(c1)nc(C)n2-c1cccc(F)c1)OC | -9 | -1 | 7 | 3 | 2 | -4 | -1 | 11
O=C(Nc1ccc(C(=O)N2CCOCC2)cc1)c1ccc([N+](=O)[O-])cc1 | -1 | 1 | -1 | -2 | 7 | -10 | 2 | 11
CCOc1ccc(S(=O)(=O)NCc2cccnc2)c2ccccc12 | 0 | -7 | 7 | 0 | 10 | -35 | -8 | -29
COc1ccc(OC)c(C2C(C(=O)c3cccs3)=C(O)C(=O)N2CCN(C)C)c1 (stereo not drawn) | 0 | 6 | 15 | -1 | 3 | 5 | 3 | -24
CCOc1cc(S(=O)(=O)Nc2cc(C)cc(C)c2)ccc1Cl | -9 | -1 | 8 | 1 | 9 | -13 | 0 | 6

Five entries drawn at random from the list so far:
SMILES | HKDC1 inh | SENP8 block-1 | Apaf1 inhib | SENP1 FRET inh | PfGluPho inh | SENP6 block | SENP7 inh | SENP8 block-2
CCOc1ccc(S(=O)(=O)NCc2cccnc2)c2ccccc12 | 0 | -7 | 7 | 0 | 10 | -35 | -8 | -29
O=C(O)CSc1ccc(Oc2ccc(SCC(=O)O)cc2)cc1 | -10 | 10 | 4 | 2 | -23 | -5 | 5 | 13
Cc1ccc(NC(=O)N2CCCC2)cc1Cl | -10 | -8 | -17 | -6 | 2 | -17 | -2 | 5
COC(CNC(=O)c1ccc2c(c1)nc(C)n2-c1cccc(F)c1)OC | -9 | -1 | 7 | 3 | 2 | -4 | -1 | 11
CCOc1cc(S(=O)(=O)Nc2cc(C)cc(C)c2)ccc1Cl | -9 | -1 | 8 | 1 | 9 | -13 | 0 | 6

Following part.
SMILES | HKDC1 inh | SENP8 block-1 | Apaf1 inhib | SENP1 FRET inh | PfGluPho inh | SENP6 block | SENP7 inh | SENP8 block-2
CC(=O)Nc1ccc(SCC(=O)N(C)CC(=O)Nc2ccccc2Cl)cc1 | -9 | -8 | -4 | 0 | 24 | 9 | 2 | 14
COc1ccc(CNC(=O)COc2cc3c(c4oc(=O)cc(C)c24)CCC(C)(C)O3)cc1 | 15 | -4 | 11 | 0 | 6 | -25 | 4 | -203
C=CCOCCN(CC)CC | -5 | / | / | 2 | -6 | / | / | 7
COc1ccccc1C1NC=C([N+](=O)[O-])C=C1[N+](=O)[O-] (stereo not drawn) | -1 | -5 | 8 | 4 | 49 | -4 | 3 | 10
CNc1cc(CSC)nc(SCc2ccc(Cl)c(Cl)c2)n1 | 1 | -6 | 12 | -9 | 22 | 2 | 3 | 3
CSCCC(NC=C1C(=O)OC(C)(C)OC1=O)C(=O)O (stereo not drawn) | -2 | 0 | -7 | -6 | 6 | 15 | -1 | -72
CC(=O)N(Cc1ccccc1)C1CC(=O)N(Cc2ccccc2)C1=O (stereo not drawn) | 2 | / | / | 0 | 7 | / | / | 3
CCN1C(=O)N(C(C)=O)C2C1N(C(C)=O)C(=O)N2C(C)=O (stereo not drawn) | -7 | 6 | -1 | 0 | 12 | 14 | 6 | 7
CCn1c(SCC(=O)c2cc(OC)ccc2OC)nnc1C1CC1 | 13 | -5 | 10 | 0 | 16 | -3 | -4 | 21
CCCCNC(=O)OC(C)CNC(=O)Oc1cccc(C)c1 (stereo not drawn) | -6 | 3 | -1 | -1 | -13 | -3 | 3 | 12
CC(C)(C)C(=O)Nc1ccc(S(=O)(=O)Nc2ccccn2)cc1 | -1 | -3 | 0 | 0 | -6 | -3 | 1 | -88
CCCCNC(NCCCC)=C(S(=O)(=O)CC)S(=O)(=O)CC | -11 | 1 | -12 | 3 | 4 | -7 | 5 | 13
Cc1ccc(OCCCn2c(=O)sc3ccccc32)cc1 | 3 | 4 | 10 | 7 | 5 | -6 | 10 | 12
CNC(=S)N1CCc2cc(OC)c(OC)cc2C1COc1ccc(F)cc1 (stereo not drawn) | -5 | -5 | 9 | 0 | 10 | -2 | 7 | 12
CCC(C(=O)OCC(=O)NC(=O)c1ccccc1)c1ccccc1 (stereo not drawn) | 0 | -6 | 10 | 1 | -14 | -13 | 5 | 10
Cc1cc(NC(=O)CCC(=O)NNC(=O)c2ccc(C(C)(C)C)cc2)no1 | -4 | -13 | 5 | 2 | -16 | -13 | 5 | -10
COc1cccc(NS(=O)(=O)NC(=O)c2cn(C)c3ccccc23)c1 | 2 | -2 | -5 | -3 | 3 | 2 | 6 | 8
NS(=O)(=O)c1cc(C(=O)NNC(=O)c2ccc3c(c2)OCO3)ccc1Cl | -6 | -3 | -3 | 4 | 1 | -4 | 3 | 6
